High-throughput results: PubChem, National Center for Advancing Translational Sciences (NCATS)
A549 viability – A549 cytotoxicity, counter-screen for Nrf2 inhibitors; A549 ARE-Fluc cells, CellTiter-Fluor viability, 18-24 h; Potency, µM (doses to about 46 µM), without a hit: at the top dose activity change, negative = cytotoxicity, hits mostly inhibitors; actives 0.16% (n = 390,000); AID 504648; further: on the % scale 0 is the no-effect control and ±100 the full control effect
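Cytotoxicity counterscreen: CellTiter-Fluor fluorescence was measured in A549 ARE_Fluc cells after 18-24 h of compound exposure in a concentration series. The subsequent BugLite luminescent read reports ARE-luciferase activity.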
EPAC2 antag – blocks human EPAC2 exchange factor; Q8WZA2; EPAC2 GEF exchange of Rap1B-BODIPY-GDP, fluorescence; Potency, µM (series often up to 114 µM), inactives show top-dose activity, negative = inhibition, hits mostly inhibitors; actives 0.18% (n = 360,000); AID 720708; further: on the % scale 0 is the no-effect control and ±100 the full control effect; nearly all actives have a fitted effect of over 45% in size; many of its hits are not listed in these tables
Target sequence (Q8WZA2 whole entry, looked up): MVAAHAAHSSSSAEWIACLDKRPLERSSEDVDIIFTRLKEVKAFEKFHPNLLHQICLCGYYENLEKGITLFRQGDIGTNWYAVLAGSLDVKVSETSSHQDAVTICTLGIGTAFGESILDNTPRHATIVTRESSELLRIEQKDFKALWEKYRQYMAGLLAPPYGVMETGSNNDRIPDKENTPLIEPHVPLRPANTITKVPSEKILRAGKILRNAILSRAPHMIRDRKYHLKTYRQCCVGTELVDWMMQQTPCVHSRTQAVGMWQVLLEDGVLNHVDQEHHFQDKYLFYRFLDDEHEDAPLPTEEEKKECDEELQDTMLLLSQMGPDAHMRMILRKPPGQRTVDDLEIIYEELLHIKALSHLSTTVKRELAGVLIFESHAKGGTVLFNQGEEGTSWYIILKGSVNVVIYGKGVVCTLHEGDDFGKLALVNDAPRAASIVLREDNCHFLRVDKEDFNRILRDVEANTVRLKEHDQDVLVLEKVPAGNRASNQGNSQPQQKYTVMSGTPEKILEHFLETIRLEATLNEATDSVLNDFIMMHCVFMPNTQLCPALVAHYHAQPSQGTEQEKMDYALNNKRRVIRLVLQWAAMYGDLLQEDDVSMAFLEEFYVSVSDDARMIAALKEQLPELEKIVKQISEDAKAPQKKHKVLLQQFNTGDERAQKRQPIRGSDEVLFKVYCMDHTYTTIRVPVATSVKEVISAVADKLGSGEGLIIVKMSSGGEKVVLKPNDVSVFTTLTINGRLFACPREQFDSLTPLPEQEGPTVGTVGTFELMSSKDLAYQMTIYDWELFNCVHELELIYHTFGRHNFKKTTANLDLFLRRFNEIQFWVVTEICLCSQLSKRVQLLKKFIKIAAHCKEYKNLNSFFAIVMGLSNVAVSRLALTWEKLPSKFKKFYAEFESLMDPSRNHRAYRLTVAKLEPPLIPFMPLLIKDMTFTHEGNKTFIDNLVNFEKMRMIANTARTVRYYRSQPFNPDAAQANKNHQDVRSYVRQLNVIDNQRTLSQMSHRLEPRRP
ATXN viability – viability counter-screen for ATXN expression inhibitors. Potency, µM (highest dose often 56.7 µM), hits mostly cytotoxic. actives 0.49% (n = 400,000). S2 cells (HEK-293 line with an ATXN2-luciferase reporter) viability, CellTiter-Fluor protease fluorescence, 24 h; further: nearly all actives have a fitted effect of over 40% in size
ATXN2 expr inh – inhibitors of ATXN2 expression. HEK-293 ATXN2-luciferase reporter, luminescence, 24 h. Potency, µM (highest dose often 57 µM), for the others: at the highest dose activity change, negative = inhibition, actives largely listed as inhibitors. actives 0.72% (n = 360,000). AID 1745845; further: on the % scale 0 is the no-effect control and ±100 the full control effect; nearly all actives have a fitted effect of over 55% in size
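ATXN2-luciferase reporter cells (luciferase flanked by upstream and downstream ATXN2 gene portions) were treated 24 h at 37 °C with compounds at up to 57 uM. SteadyGlo luminescence gave expression; GF-AFC fluorescence gave viability.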
Nrf2 activator – activates Nrf2 signaling; AREc32 ARE-luciferase reporter (MCF7-derived line), luminescence, 24 h; Potency, µM (series often up to 46.1 µM), without a hit: top-dose activation, hits mostly activators; actives 0.31% (n = 410,000); further: % of control where 0% means no effect; nearly all actives have a fitted effect of over 65% in size
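Nrf2 activation is followed as ARE-luciferase induction in the AREc32 line after one day of compound treatment; luminescence is read with Steady-Glo.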
MCF10A rereplic – induces DNA re-replication in MCF 10a normal breast cells; MCF 10A DNA re-replication, Hoechst nuclear intensity, 48 h; Potency, µM (titrated, usually from 46.1 µM), for the others: at the highest dose activity, positive = re-replication, actives largely listed as activators; actives 2.9% (n = 350,000); AID 624296; further: % of control where 0% means no effect; nearly all actives have a fitted effect of over 50% in size
HepG2 viability – HepG2 cytotoxicity, counter-screen for TGF-b inhibitors; HepG2 CAGA-GFP viability, ATP luminescence, 18 h; Potency, µM (series often up to 46.1 µM), inactives show at the highest dose activity change, negative = cytotoxicity, actives largely listed as cytotoxic; actives 0.76% (n = 410,000); further: some results filed as inactive show a strong effect at the top dose
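HepG2 CAGA-GFP cells (1000/well, DMEM with 1% FBS) received compound, then TGF-beta at 500 pg/mL final, and were incubated 18 hours at 37 degrees C. Viability was read by CellTiter-Glo luminescence. Media-only wells were set as complete cell-killing and DMSO as no toxicity.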
Nrf2 inh – inhibitors of Nrf2 signaling | A549 ARE-Fluc reporter, luciferase luminescence, 18-24 h | Potency, µM (top dose mostly 46 µM), for inactives: at the highest dose activity change, negative = inhibition, hits mostly inhibitors | actives 2.1% (n = 360,000) | AID 504444; further: on the % scale 0 is the no-effect control and ±100 the full control effect; nearly all actives have a fitted effect of over 60% in size
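A549 ARE_Fluc cells (5000/well, 5% FBS OPTI-MEM) pre-incubated 2 h, then treated with compounds 18-24 h at 37C/5% CO2 in concentration-response. CellTiter-Fluor viability read first; BugLite luciferase luminescence after 15 min at room temperature gives Nrf2 activity.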
TGFb SMAD3 inh – inhibitors of TGF-b signaling; actives 1.2% (n = 410,000); Potency, µM (titrated, usually from 46.1 µM), for inactives: at the highest dose activity, negative = inhibition, actives largely listed as inhibitors; AID 588855; HepG2 CAGA-GFP TGF-b/SMAD3 reporter, GFP fluorescence, 18 h; TGF-beta stimulated, 500 pg/mL final; further: on the % scale 0 is the no-effect control and ±100 the full control effect; nearly all actives have a fitted effect of over 65% in size
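HEPG2 CAGA-GFP reporter cells (1000/well, DMEM with 1% FBS) received compounds, then recombinant TGF-beta at 500 pg/mL final for 18 hours at 37 degrees C. Per-cell GFP summed per well was normalised to unstimulated and stimulated DMSO controls before curve fitting.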
Starred values were filed as active, the others as inactive; i = inactive; ? = inconclusive; / = no result given. The call rests on the fitted dose curve; in most records, active means well fitted curve in the direction sought with a large enough effect; inconclusive means small, poorly fitted or top-dose-only effect, or another doubt; inactive means no such curve, though single readings can be large; an effect the other way counts as inactive or inconclusive. Potency means the concentration at half of the fitted maximal effect. Some of the compounds tested. The share of hits here may be higher or lower than overall.

SMILES	A549 viability	EPAC2 antag	ATXN viability	ATXN2 expr inh	Nrf2 activator	MCF10A rereplic	HepG2 viability	Nrf2 inh	TGFb SMAD3 inh
Cc1ccc(C)c(N2CCN(C(=O)c3ccc4c(c3)N(Cc3ccc(F)cc3)C(=O)c3ccccc3S4=O)CC2)c1 (stereo not drawn)	1%	/	i	8%	-0.8%	/	6%	-13%	-9%
COCCCN(CC(=O)O)S(=O)(=O)c1ccccc1	-8%	-10%	i	-1%	0.0%	1%	-9%	-22%	-14%
CC(=O)N1CCc2c(sc3c2c(=O)n(-c2ccc(C)cc2)c(=O)n3CC(=O)Nc2ccccc2)C1	0%	/	i	-11%	5.6%	/	-1%	23%	4%
C=CCOc1ccc(C=Nc2ccc(C)c(Cl)c2)c(O)c1	-2%	2%	?	-18%	0.2%	-9%	2%	11%	-4%
CN1CCN(c2ccc(Cl)cc2NC(=O)/C=C/c2cccc(F)c2)CC1	9%	1%	?	?	7.3%	11%	-67%	0%	?
CC1Oc2ccccc2N(CC(=O)NC2CCCC2)C1=O (stereo not drawn)	-8%	-1%	i	1%	0.2%	11%	2%	5%	-7%
CN(C)CCCN=c1cc(-c2ccccc2)oc2ccc(Cl)cc12	11%	2%	i	-21%	14µM*	20%	-49%	5%	?
COC(=O)c1cc(/C=C/c2ccccc2)on1	2%	2%	i	2%	-0.6%	-8%	-19%	-8%	-2%
O=C(NCC(c1cccnc1)N1CCN(c2ccccc2)CC1)C1CCCCC1 (stereo not drawn)	?	10%	i	-1%	0.2%	-7%	-3%	-25%	-13%
CCOc1ccc(C(=O)Nc2ccccc2C(=O)OCc2cc(=O)n3nc(C4CC4)sc3n2)cc1	-2%	/	i	15%	0.4%	/	-1%	/	4%
O=C(N/N=C/c1c[nH]c2ccccc12)c1ccc([N+](=O)[O-])cc1Cl	2%	-16%	?	/	10%	-12%	-31%	1%	-30%
O=C(COC(=O)C1CC(=O)N(Cc2ccco2)C1)c1ccc(OC(=O)c2ccccc2)cc1 (stereo not drawn)	-4%	-9%	i	0%	14%	-6%	-18%	2%	1%
COc1ccccc1C(=O)NCC(=O)N1CC=C(c2ccccc2)CC1	-3%	1%	i	-33%	1.8%	-2%	-1%	?	?
CCOc1ccc2oc(C(=O)Nc3ccc4c(c3)OCO4)c(C)c2c1	8%	-15%	i	26%	0.4%	18%	-9%	?	-3%
CCOC(=O)c1cc(-c2cccnc2)nn1-c1ccccc1	2%	-19%	i	-9%	4.4%	7%	-14%	12µM*	-8%

The last 2 compounds of the section above lead into the next:
SMILES	A549 viability	EPAC2 antag	ATXN viability	ATXN2 expr inh	Nrf2 activator	MCF10A rereplic	HepG2 viability	Nrf2 inh	TGFb SMAD3 inh
CCOc1ccc2oc(C(=O)Nc3ccc4c(c3)OCO4)c(C)c2c1	8%	-15%	i	26%	0.4%	18%	-9%	?	-3%
CCOC(=O)c1cc(-c2cccnc2)nn1-c1ccccc1	2%	-19%	i	-9%	4.4%	7%	-14%	12µM*	-8%
O=C(NCc1ccccc1)C(=O)NCC1OCCN1C(=O)c1cccs1 (stereo not drawn)	-3%	0%	?	14%	-0.6%	0%	3%	-3%	4%
CCOc1ccc(C(CC(=O)O)NC(=O)Cc2ccc(Cl)cc2)cc1 (stereo not drawn)	-2%	1%	i	4%	-0.9%	-13%	2%	-2%	4%
NC(=O)c1ccccc1NC(=O)c1cccc(C(=O)Nc2ccccc2C(N)=O)n1	-1%	-3%	i	3%	2.1%	-4%	-61%	?	-6%
COc1cc(OC)c(NC(=O)Cn2c(=O)nc(-c3ccccc3)c3ccccc32)cc1Cl	-1%	/	i	10%	-0.3%	/	-3%	14%	10%
CC12CC3CC(C)(C1)CC(CN)(C3)C2	-2%	6%	i	-13%	-1.4%	3%	6%	14%	28%
Nc1c(C(=O)Nc2ccc3c(c2)OCCO3)nnn1Cc1cccc(Cl)c1	0%	-3%	i	29%	3.5%	?	2%	?	1%
COc1ccc(OC)c(N(CC(=O)N2CCCC2)S(=O)(=O)c2ccccc2)c1	-1%	0%	i	2%	-0.2%	7%	8%	1%	10%
CCOC(=O)CSc1nnc(NC(=O)CN2CCCCC2)s1	11%	2%	i	9%	-0.6%	-4%	-2%	1%	4%
O=C(O)CC(c1ccc(Cl)cc1)n1cccc1 (stereo not drawn)	3%	16%	i	1%	-0.4%	6%	7%	-6%	6%
CCOc1ccccc1NC(=O)C(CC)Sc1nc2ncccc2[nH]1 (stereo not drawn)	1%	/	/	/	4.3%	/	-23%	-4%	0%
Cc1ccccc1OCCSc1nc2ccc(NC(=O)c3cccs3)cc2s1	-9%	/	i	?	2.9%	/	-25%	?	-30%
O=C(CCN1C(=O)c2ccccc2S1(=O)=O)Nc1ccc(C(=O)O)cc1	5%	-15%	i	-21%	-0.9%	-11%	-2%	0%	-15%
CC1CC(C)CN(C(=O)C2CCN(S(=O)(=O)c3c(Cl)cccc3Cl)CC2)C1 (stereo not drawn)	-3%	0%	i	12%	-0.7%	?	-4%	10%	0%
Cc1sc2ncnc(N3CCC(C(=O)NNC(=O)c4ccc(F)cc4)CC3)c2c1C	-3%	1%	i	-10%	-0.4%	1%	-20%	?	-4%
COc1ccc(N2C(=O)S[C@@H]3CS(=O)(=O)C[C@@H]32)cc1	5%	-6%	i	-3%	5.2%	?	-1%	4%	-1%

Structures above that contain fluorine:
SMILES	A549 viability	EPAC2 antag	ATXN viability	ATXN2 expr inh	Nrf2 activator	MCF10A rereplic	HepG2 viability	Nrf2 inh	TGFb SMAD3 inh
Cc1ccc(C)c(N2CCN(C(=O)c3ccc4c(c3)N(Cc3ccc(F)cc3)C(=O)c3ccccc3S4=O)CC2)c1 (stereo not drawn)	1%	/	i	8%	-0.8%	/	6%	-13%	-9%
CN1CCN(c2ccc(Cl)cc2NC(=O)/C=C/c2cccc(F)c2)CC1	9%	1%	?	?	7.3%	11%	-67%	0%	?
Cc1sc2ncnc(N3CCC(C(=O)NNC(=O)c4ccc(F)cc4)CC3)c2c1C	-3%	1%	i	-10%	-0.4%	1%	-20%	?	-4%

(list continues)
SMILES	A549 viability	EPAC2 antag	ATXN viability	ATXN2 expr inh	Nrf2 activator	MCF10A rereplic	HepG2 viability	Nrf2 inh	TGFb SMAD3 inh
COc1ccc(NC(=O)Cn2nnc(C(=O)NCc3cccs3)c2N)cc1Cl	0%	-5%	i	-4%	-0.6%	5%	-9%	0%	-2%
O=C(CCN1C(=O)COc2ccccc21)NCCCN1CCN(c2ccc(F)cc2)CC1	-7%	4%	i	-15%	0.5%	-5%	-1%	-29%	-27%
CN(CC(=O)Nc1ccccc1C(F)(F)F)C(=O)CC1OC(=O)c2ccccc21 (stereo not drawn)	-3%	8%	i	-9%	4.0%	7%	-31%	-2%	0%
Cc1cc(C)n2c(SCC(O)=C(C#N)c3nc4ccccc4[nH]3)nnc2n1	4%	0%	i	1%	0.2%	7%	-4%	4%	-1%
COc1ccc(C(=O)Nc2ccc(OCc3ccccc3)cc2)cc1[N+](=O)[O-]	-11%	7%	/	/	-1.0%	0%	2%	-26%	17%
CC(=O)Oc1ccc(-c2nc3ccccc3c(=O)o2)cc1	-2%	0%	i	-8%	0.0%	3%	-4%	6%	-2%
CC(/C=C/c1cccc([N+](=O)[O-])c1)=N\NC(=O)c1ccncc1	-1%	4%	?	-3%	11%	?	-31%	-23%	-8%
CC1SCC(=O)N(CC(=O)NC2CCCCC2)C1=O (stereo not drawn)	0%	-1%	i	-5%	-0.1%	26%	-4%	5%	3%
O=C(CCN1C(=O)c2ccccc2C1=O)N(CCO)Cc1ccccc1	2%	-11%	i	/	-0.4%	-2%	0%	2%	20%
N#Cc1csc(CCNC(=O)c2ccccc2)n1	/	9%	?	/	-1.0%	/	4%	/	-2%
Cc1cc(C)c(NC(=O)COC(=O)c2nc3nccc(C)n3n2)c(Cl)c1	0%	1%	i	7%	-0.5%	/	-18%	9%	-1%
Cc1cccc(Cn2nnc3c(=O)[nH]c(C4CCN(C(=O)c5ccccc5F)CC4)nc32)c1	-4%	/	i	4%	0.7%	/	-11%	-7%	4%
CCc1cccc(N=c2c([N+](=O)[O-])nn(-c3ccc(Cl)cc3)n2O)c1	-6%	-7%	i	-13%	6.0%	?	0%	-2%	?
CN(C)c1ccc(/C=N/NC(=O)CNC(=O)c2ccco2)cc1	5%	4%	i	-6%	2.5%	-1%	-1%	5%	-1%
CC(C)(C)C(=O)Nc1ccccc1C(=O)Nc1ccncc1	-7%	-4%	i	-1%	0.5%	1%	0%	-3%	4%
O=C(Nc1cc(Cl)cc(Cl)c1)C1CC(=O)N(C2CCCC2)C1 (stereo not drawn)	0%	-3%	i	-13%	0.2%	5%	10µM*	-26%	?
CC(C)CC1CCCCC1OC(=O)CN1CCCCC1 (stereo not drawn)	0%	-6%	i	-19%	-0.4%	0%	15%	10%	-3%
Cc1cccc(NC(=O)CSc2ccc(-c3ccccn3)nn2)c1	-5%	/	/	/	0.3%	/	-9%	?	?
Cc1ccc(NC(=O)Nc2nnc(Cc3ccc(F)cc3)s2)cc1	-3%	-17%	i	16%	2.6%	13%	-13%	0%	0%
C[C@@H]1CN([C@@H](C)CO)C(=O)c2cc(C#CC(C)(C)O)cnc2O[C@@H]1CN(C)C(=O)c1ccccc1F	/	11%	i	4%	0.3%	/	4%	/	9%
Cc1ccc2c(c1)c1c3n2CC(=C2C(=O)OC(C)(C)OC2=O)NC3CCC1 (stereo not drawn)	-4%	-9%	i	-9%	6.1%	5%	-6%	?	?
Cn1c(=O)[nH]c(NC2CCCCC2)c(N=O)c1=O	-1%	-10%	i	-15%	-0.6%	-4%	6%	-11%	16%
CN(C)c1cccc(O)c1	0%	-11%	i	4%	4.2%	-8%	-4%	-21%	-1%
CCOC(=O)c1[nH]c2ccc(Cl)cc2c1-c1ccccc1	-11%	-2%	i	-25%	0.3%	?	-29%	-29%	-7%
COc1ccc(S(=O)(=O)N(C)c2ccc(OCC(=O)Nc3cc(C)on3)cc2)cc1	-7%	-2%	i	5%	0.3%	10%	-24%	1%	-4%
Cc1ccccc1CN(C)CC(=O)NC(C)CCc1ccccc1 (stereo not drawn)	?	?	i	-5%	1.9%	11%	-25%	?	-23%
C=CCOc1c(CNc2nccs2)cccc1OCC	23%	18%	i	-16%	0.0%	0%	-7%	1%	?
